# Screening results from PubChem.
# D1 antagonist = human D1 dopamine receptor antagonism. HEK293 TREx D1 cells, calcium flux, dopamine EC80; hits give low values. activity change, negative = inhibition, % at 10 µM. hit rate 3.2% among 360,000. AID 504652; in the data active = activity change below about -30%; note: % is set by controls: 0 for no effect and ±100 for the full control effect
# Target sequence (P21728 whole entry, looked up): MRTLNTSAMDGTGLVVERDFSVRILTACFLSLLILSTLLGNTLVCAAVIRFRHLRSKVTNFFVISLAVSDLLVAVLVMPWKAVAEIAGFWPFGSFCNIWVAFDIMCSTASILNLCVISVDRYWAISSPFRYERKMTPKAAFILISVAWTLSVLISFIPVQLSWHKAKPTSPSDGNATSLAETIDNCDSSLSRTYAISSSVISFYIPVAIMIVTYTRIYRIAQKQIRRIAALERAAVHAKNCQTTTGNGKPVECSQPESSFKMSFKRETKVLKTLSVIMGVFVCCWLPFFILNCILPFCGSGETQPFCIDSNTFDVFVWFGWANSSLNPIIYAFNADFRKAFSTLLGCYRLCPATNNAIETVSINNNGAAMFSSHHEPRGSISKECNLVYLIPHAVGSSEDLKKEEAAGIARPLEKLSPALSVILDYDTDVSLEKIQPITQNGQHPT
#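 Allosteric or orthosteric antagonism assessed as attenuation of the calcium response to EC80 dopamine, added 180 s after compound, in induced HEK293 Trex D1 cells loaded with no-wash calcium dye.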
# RXFP1 agonist = RXFP1 (human) receptor agonism | AID 2676 | Potency, µM (doses to about 57.5 µM), inactives show top-dose activation, most hits filed as activators | HEK293T-RXFP1 cAMP TR-FRET, 30 min; response scale: percent of porcine relaxin response, buffer zero | hit rate 0.3% among 370,000 | Q9HBX9; note: potency is the fitted concentration of half-maximal effect; % is set by controls: 0 for no effect and ±100 for the full control effect; nearly all actives have a fitted effect of over 60% in size; many of its hits are not listed in these tables
#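 cAMP rise read by TR-FRET after 30 min, 37C compound exposure (up to 58 uM) in RXFP1-transfected HEK293 cells with Ro 20174 present. EC50 from Hill-equation fits, with 29 nM porcine relaxin as 100% and buffer as basal.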
# D1 PAM = potentiators of human D1 dopamine receptor; P21728; HEK293 TREx D1 cells, calcium flux, dopamine EC20 potentiation; potentiation, % at 10 µM; hit rate 0.036% among 360,000; AID 504651; in the data active = potentiation above about 30%; note: 0% is about no effect
# D1 agonist = human D1 receptor agonism; hit rate 1% among 360,000; activation, % at 2 µM; HEK293 T-REx D1 cells, calcium flux, agonist mode; P21728; AID 504660; in the data active = activation above about 30%; note: 0% is about no effect
#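 Inducible HEK293 T-REx D1 cells, force-coupled to calcium signalling, were plated at 4000 cells/well with tetracycline and held overnight at 30 C. After no-wash calcium dye loading, compound-evoked calcium rise over 180 s flagged agonists.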
# Vif-APOBEC3G blk = inhibitors of Vif-APOBEC3G interaction | Q9HC16 | HeLa A3G-eYFP + Vif (tagged APOBEC3G with the HIV-1 protein that degrades it), YFP fluorescence, overnight | Potency, µM (titrated, usually from 46.1 µM), for inactives: at the top dose activity, negative = active, usual class: inhibitors | hit rate 0.076% among 410,000 | AID 602310;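 note: potency is the fitted concentration of half-maximal effect; % is set by controls: 0 for no effect and ±100 for the full control effect; nearly all actives have a fitted effect of over 60% in size; hits raise eYFP signal because A3G escapes Vif-driven loss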
# Target sequence (Q9HC16 whole entry, looked up): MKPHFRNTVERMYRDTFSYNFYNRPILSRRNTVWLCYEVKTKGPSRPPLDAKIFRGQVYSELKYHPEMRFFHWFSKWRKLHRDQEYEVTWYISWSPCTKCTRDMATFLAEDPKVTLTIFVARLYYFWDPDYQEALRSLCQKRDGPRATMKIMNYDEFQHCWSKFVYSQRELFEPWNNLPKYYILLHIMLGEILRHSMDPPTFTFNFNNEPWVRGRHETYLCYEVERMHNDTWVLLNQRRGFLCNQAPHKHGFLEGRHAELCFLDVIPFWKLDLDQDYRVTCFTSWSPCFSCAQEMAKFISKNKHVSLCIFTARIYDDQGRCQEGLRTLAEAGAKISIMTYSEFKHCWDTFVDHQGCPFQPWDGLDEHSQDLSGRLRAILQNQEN
#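 HeLa cells stably expressing Vif and C-terminally eYFP-tagged A3G, seeded overnight at 37 deg C, then exposed to compound by pintool overnight at 37 deg C. Rise in yellow fluorescence (Ex 488/Em 500-530, Acumen) marks blocked Vif-driven A3G degradation.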
# Vif-A3F inh = inhibitors of Vif-A3F interaction. hit rate 0.2% among 390,000. Potency, µM (top dose mostly 46.1 µM), for inactives: at the highest dose activity, negative = active. HeLa A3F-eYFP + Vif (tagged APOBEC3F with the HIV-1 protein that degrades it), YFP fluorescence increase. AID 602313; note: potency is the fitted concentration of half-maximal effect; % of control where 0% means no effect; nearly all actives have a fitted effect of over 65% in size
#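 HeLa cells stably expressing Vif plus C-terminally eYFP-tagged A3F were seeded, incubated overnight at 37 deg C, dosed with compound, incubated overnight again at 37 deg C. Yellow fluorescence (Ex 488/Em 500-530) reported blocked Vif-mediated A3F-eYFP degradation.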
# LDHA inh = inhibitors of human lactate dehydrogenase A | P00338 | purified LDHA, NADH/diaphorase-resazurin fluorescence; hits give low values | activity change, % (values are at about 110 or 230 µM) | hit rate 0.15% among 480,000; in the data active = activity change below about -30%; inconclusive = mostly about -25% to -30%;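 note: plate controls were DMSO wells for no effect and wells without enzyme for full effect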
#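 Resorufin fluorescence (ex540/em590), read at 0 and 20 min after diaphorase/resazurin addition, reports the NADH left after a 5 min room-temperature reaction of 2 nM human LDH5 with 0.06 mM NADH and 0.2 mM pyruvate.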
# Glioma ERSR ind = inducers of ER stress response in human glioma cells. hit rate 0.02% among 420,000. U87-MG GRP78 promoter luciferase reporter, 16 h. AID 602332. Potency, µM, without a hit: at the highest dose activation, usual class: activators; note: potency is the fitted concentration of half-maximal effect; series mostly up to about 76 µM; % of control where 0% means no effect; nearly all actives have a fitted effect of over 35% in size
#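 Stably transfected U87-MG glioma cells carrying a GRP78-based luciferase sensor; 16 h compound incubation. Luminescence end-point read 10 min after Bright-Glo addition at room temperature.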
# D2 PAM = positive allosteric modulators of human D2 dopamine receptor; hit rate 0.34% among 340,000; potentiation, % at 10 µM; HEK293 T-REx D2, calcium flux, EC20 dopamine potentiation; P14416;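 active = potentiation over 3 SD above the plate norm, cut at about 30% in these data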; note: 0% is about no effect
#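 Tetracycline-induced HEK293 T-REx cells force-coupled to calcium signalling expressed D2; compounds were pin-added after a 10 s baseline, read kinetically 180 s, then an EC20 dopamine challenge followed with a further 180 s calcium read.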
# * hit, by the source's call; ? = inconclusive; nt = not tested or not shown; & = joins results of further samples. Unless noted, calls come from the whole dose curve; as a rule, active = well fitted curve in the direction sought with a large enough effect; inconclusive = small, poorly fitted or top-dose-only effect, or another doubt; inactive = no such curve, though single readings can be large; an effect the other way counts as inactive or inconclusive. A portion of the library; the hit share may differ from the screen's.
nr	SMILES	D1 antagonist	RXFP1 agonist	D1 PAM	D1 agonist	Vif-APOBEC3G blk	Vif-A3F inh	LDHA inh	Glioma ERSR ind	D2 PAM
1	O=C1/C(=N\S(=O)(=O)c2cccs2)C([n+]2ccccc2)=C([O-])c2ccccc21	-8	5.1%	6	0	-15%	-3%	11	-5%	-7
2	Cn1c(CNC(=O)CCNC(=O)c2ccccc2F)cc(=O)n(C)c1=O	2	3.7%	1	0	-4%	2%	-10	0%	-7
3	Cc1ccn2c(c1)nc(=O)c1cc(S(=O)(=O)N3CCOCC3)ccc12	5	6.3%	0	1	6%	-3%	-1	-2%	-2
4	CC(NC(=O)COC(=O)c1c[nH]c2ccccc12)c1ccccc1 (centres undefined)	nt	nt	nt	nt	-4%	-20%	1&0	0%	nt
5	CCOC(=O)C(C(=O)Nc1ccccn1)C1CCCCC1 (centres undefined)	9	-2.0%	-9	3	-1%	-7%	-5	-3%	-9
6	COC(=O)c1ccc(C(=O)Nc2ccc(F)cc2)cc1	11	-2.8%	-4	4	-1%	0%	1	-3%	13
7	COc1cc(/C=N/Nc2nc(C)cc(C)n2)ccc1OC(=O)c1ccco1	-4	0.7%	-7	0	0%	-5%	-7	0%	9
8	O=C(Nc1nccs1)c1ccc2ccccc2c1	9	0.2%	-2	2	-9%	-5%	-3	0%	-3

# The list continues:
nr	SMILES	D1 antagonist	RXFP1 agonist	D1 PAM	D1 agonist	Vif-APOBEC3G blk	Vif-A3F inh	LDHA inh	Glioma ERSR ind	D2 PAM
9	Cc1c(CCOC(=O)c2cc([N+](=O)[O-])cc([N+](=O)[O-])c2)sc[n+]1CC(=O)c1ccccc1	5	6.1%	-2	0	1%	-22%	1	4%	-9
10	COc1ccc(NC(=O)CC(=O)Nc2ccc(OC)cc2OC)c(OC)c1	-89*	2.2%	-6	4	-3%	6%	3	-6%	-1
11	O=C(NCCCc1nc2ccccc2[nH]1)c1cccs1	8	-0.8%	-4	0	-8%	?	-10	-1%	-12
12	COc1ccc(NC(=O)CSc2nc3ccccc3c(=O)n2CCC(=O)N2CCCCC2)cc1	nt	-0.3%	nt	nt	-1%	0%	-4	1%	nt
13	COc1ccc(NC(NC(=O)c2ccc(OC)cc2)C(Cl)(Cl)Cl)cc1 (centres undefined)	-28	4.3%	-8	4	0%	-16%	-2	-6%	-6
14	Cc1nc(OCC(=O)c2ccc(Cl)cc2)c(C#N)c2c1COC(C)(C)C2	-3	2.1%	-4	1	-4%	11%	-4	-3%	3
15	CCCc1cc2c(cc1NC(=O)c1ccc(C(C)(C)C)cc1)OCO2	6	0.3%	-5	1	0%	9%	2	0%	-6
16	O=C(CCc1nnc(-c2ccc(-c3ccccc3)cc2)o1)N1CCCCC1	-7	-2.3%	-7	8	4%	-18%	-5	-8%	16

# Going on with the list:
nr	SMILES	D1 antagonist	RXFP1 agonist	D1 PAM	D1 agonist	Vif-APOBEC3G blk	Vif-A3F inh	LDHA inh	Glioma ERSR ind	D2 PAM
17	O=C1N[C@@H](c2ccccc2)COC(=O)[C@@H](Cc2ccc(F)cc2)C/C=C\C[C@@H]1CC(=O)N(CCO)Cc1ccccc1	nt	nt	nt	nt	-22%	-7%	-15	-4%	nt
18	O=C(NC1=NCCS1)c1ccc(Cl)c(S(=O)(=O)N2CCCCCC2)c1	6	0.7%	1	5	3%	5%	-6	6%	-12
19	Cc1ccc(-c2nnn(CC(=O)N(CCN3CCOCC3)C(C(=O)NC(C)(C)C)c3ccco3)n2)cc1 (centres undefined)	11	2.8%	-2	-1	-1%	0%	-6	-1%	4
20	COC(=O)c1sc(N2C(=O)C(O)=C(C(=O)c3ccc(C)o3)C2c2ccc([N+](=O)[O-])cc2)nc1C (centres undefined)	-2	3.6%	-2	0	2%	1%	2	-6%	4
21	c1ccc(-c2nc(-c3ccco3)n3ccccc23)cc1	-2	-3.5%	-10	9	-23%	-10%	-5	3%	4
22	O=C(NCc1ccco1)c1csc2c1CCCC2	12	2.3%	-9	4	-1%	-1%	-12	15%	-3
23	Cc1ccc(C)c(S(=O)(=O)C(C#N)c2nc3ccccc3nc2N2CCOCC2)c1 (centres undefined)	21	3.3%	-2	8	1%	7%	-10	-1%	2
24	CC(C)Cn1c(O)c(/C=C2\C=NN=C2c2ccccc2)sc1=S	-2	-0.1%	-5	2	-7%	6%	0	-12%	5

# Further structures follow:
nr	SMILES	D1 antagonist	RXFP1 agonist	D1 PAM	D1 agonist	Vif-APOBEC3G blk	Vif-A3F inh	LDHA inh	Glioma ERSR ind	D2 PAM
25	Cc1ccnn1CCC(=O)O	-23	7.1%	1	3	1%	-9%	0	3%	0
26	O=C1C=CC(=O)c2c(O)c(N3CCN(CCOCCO)CC3)c(Br)c(O)c21	nt	nt	nt	nt	7%	-5%	43	-14%	nt
27	COc1ccc(C(=O)Nc2ccc3oc(-c4cccc(F)c4)nc3c2)cc1OC	4	2.2%	nt	2	2%	-18%	-6	-4%	18
28	Cc1cc(O)c(-c2cc(C(=O)NCc3ccc4c(c3)OCO4)[nH]n2)cc1C	1	0.2%	1	3	-3%	3%	-12	-4%	19
29	O=C(Nc1ccc(C(F)(F)F)cc1)c1cnc(N2CCN(c3ccccn3)CC2)c2ccccc12	-12	8.2%	-5	1	0%	2%	-4	-2%	nt
30	Cc1cc([N+](=O)[O-])nn1CC(=O)N1N=C(C(F)F)CC1(O)C(F)F (centres undefined)	-14	-0.9%	-2	4	-2%	2%	-3	-1%	3
31	Cc1ccc(-n2c(O)c(C=NCc3ccccn3)c3ccccc3c2=O)cc1	-24	4.3%	-5	0	0%	-3%	-3	1%	-7
32	COc1ccc(OC)c(S(=O)(=O)N2CCN(C(=O)c3cc(C4CC4)nn3-c3ccccc3)CC2)c1	5	-0.5%	0	2	-1%	4%	-4	-1%	0

# Some of the entries above, reformatted:
(25) Cc1ccnn1CCC(=O)O
(26) O=C1C=CC(=O)c2c(O)c(N3CCN(CCOCCO)CC3)c(Br)c(O)c21
(27) COc1ccc(C(=O)Nc2ccc3oc(-c4cccc(F)c4)nc3c2)cc1OC
(28) Cc1cc(O)c(-c2cc(C(=O)NCc3ccc4c(c3)OCO4)[nH]n2)cc1C
(29) O=C(Nc1ccc(C(F)(F)F)cc1)c1cnc(N2CCN(c3ccccn3)CC2)c2ccccc12
(30) Cc1cc([N+](=O)[O-])nn1CC(=O)N1N=C(C(F)F)CC1(O)C(F)F (centres undefined)

Screen / compound no.,25,26,27,28,29,30
D1 antagonist,-23,nt,4,1,-12,-14
RXFP1 agonist,7.1%,nt,2.2%,0.2%,8.2%,-0.9%
D1 PAM,1,nt,nt,1,-5,-2
D1 agonist,3,nt,2,3,1,4
Vif-APOBEC3G blk,1%,7%,2%,-3%,0%,-2%
Vif-A3F inh,-9%,-5%,-18%,3%,2%,2%
LDHA inh,0,43,-6,-12,-4,-3
Glioma ERSR ind,3%,-14%,-4%,-4%,-2%,-1%
D2 PAM,0,nt,18,19,nt,3

# Remaining list, next part
nr	SMILES	D1 antagonist	RXFP1 agonist	D1 PAM	D1 agonist	Vif-APOBEC3G blk	Vif-A3F inh	LDHA inh	Glioma ERSR ind	D2 PAM
33	O=C(NN1CCOCC1)c1cc(-c2ccccc2)nc2ccccc12	-8	2.1%	3	3	2%	-3%	-9	-4%	4
34	COc1ccc(C(=O)N(CN2CCCC2=O)c2nccs2)cc1OC	6	2.3%	2	2	-4%	-3%	0	3%	-11
35	Cc1ccc(C)n1NC(=O)c1cccc(Cl)c1	-16	0.6%	-2	0	-1%	8%	1	-4%	5
36	COc1cccc(NC(=O)CSc2nnc(Cc3ccc(OC)c(OC)c3)o2)c1	-7	1.6%	-3	6	-5%	-11%	-3	-5%	-9
37	O=C(CCN1C(=O)/C(=C/c2ccc(F)cc2)SC1=S)NNC(=O)c1ccncc1	-23	-0.9%	-8	4	1%	-2%	-3	-4%	17
38	Cn1nc(-c2ccc(OCC(=O)NCC3CCCO3)cc2)c2ccccc2c1=O (centres undefined)	8	2.2%	-7	4	-6%	nt	-4	-5%	9
39	COc1ccccc1NC(=O)N1CCN(c2ccccn2)CC1	-3	2.1%	-2	3	0%	-1%	-3	-4%	-10
40	CNC(=O)N(O)C1N(/N=C/c2ccccc2O)C(=S)SC1(C)C (centres undefined)	0	0.3%	4	3	4%	-3%	-1	6%	-1

# Other compounds follow:
nr	SMILES	D1 antagonist	RXFP1 agonist	D1 PAM	D1 agonist	Vif-APOBEC3G blk	Vif-A3F inh	LDHA inh	Glioma ERSR ind	D2 PAM
41	CC(=O)NCCCNc1ccc([N+](=O)[O-])cc1	1	-0.4%	-1	4	0%	11%	-10	0%	-14
42	CCOC(=O)N1CCC(NC(=O)CN(c2ccc(C(C)C)cc2)S(=O)(=O)c2c(C)nn(C)c2C)CC1	-7	0.0%	-8	-1	-1%	-8%	0	1%	4
43	Cc1ccc(C)c(S(=O)(=O)N2CCNCC2)c1	-5	5.1%	7	11	-1%	-18%	-1	-6%	3
44	CN(C(=O)c1cccc(NC(=O)Cc2ccc(NC(=O)C3CCN(C(=O)c4ccccc4)CC3)cc2)c1)C1CC1	nt	nt	nt	nt	-5%	2%	1	0%	nt
45	O=C1c2ccccc2C(=O)C1(c1ccccc1)N1CCN(c2cccc(Cl)c2)CC1	-8	-1.3%	-2	1	0%	-4%	-2	-1%	2
46	CC(C)CC1NC(=O)N(CC(=O)Nc2ccc(OCc3ccccc3)cc2)C1=O (centres undefined)	0	-0.6%	-5	8	-2%	-11%	1	5%	-1
47	Cc1ccc(Nc2c(-c3ccccn3)nc3cccc(C)n23)cc1	6	2.9%	4	1	0%	2%	-1	-10%	nt
48	COc1ccc(NC(=O)c2ccc(Cl)nc2)cc1S(=O)(=O)N1CCCCC1	-20	-0.4%	-4	0	-25%	-13%	-3	0%	5
49	CCCC1(c2ccccc2)NC(=O)N(CC(=O)Nc2cc(S(=O)(=O)N3CCOCC3)ccc2Cl)C1=O (centres undefined)	-30*	1.3%	-5	7	2%	-1%	1	1%	0
50	CCOc1ccc(OCC)c(NC(=O)c2cc(S(=O)(=O)N3CCc4ccccc43)cn2C)c1	-8	4.8%	-3	-1	-6%	-5%	-1	-3%	7
